E coli Lon inh: inhibitors of E. coli Lon protease | purified E. coli Lon protease, fluorescence polarization | hit rate 0.42% among 360,000 | inhibition, % at 7.94 µM; in the data active means inhibition above about 13%, passing the limit was not always enough;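 further: 0% = enzyme with probe and DMSO and 100% = no enzyme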
CendR NRP1 mod: modulators of CendR peptide binding to human neuropilin-1; inhibition, % at 25 µM; hit rate 0.85% among 360,000; FAM-RPARPAR peptide binding to NRP-1, fluorescence polarization; O14786;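 active means inhibition or corrected inhibition above about 18%, plus a signal ratio from 0.5 to 1.5, limit read from the data, passing the limit was not always enough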; further: strong numbers were not always called active
PABP1 MLLE inh: blocks PAM2 peptide binding to the PABP1 MLLE domain | hit rate 0.36% among 360,000 | P11940 | inhibition, % at 20 µM | AID 588489 | GST-MLLE / FITC-PAM2 fluorescence polarization; in the data active means inhibition above about 35%, passing the limit was not always enough;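 further: plate controls were DMSO wells with GST-MLLE for no effect and wells lacking GST-MLLE protein for full effect; some results filed as inactive read as strong as hits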
Target sequence (P11940 whole entry, looked up, the tested form may be a part): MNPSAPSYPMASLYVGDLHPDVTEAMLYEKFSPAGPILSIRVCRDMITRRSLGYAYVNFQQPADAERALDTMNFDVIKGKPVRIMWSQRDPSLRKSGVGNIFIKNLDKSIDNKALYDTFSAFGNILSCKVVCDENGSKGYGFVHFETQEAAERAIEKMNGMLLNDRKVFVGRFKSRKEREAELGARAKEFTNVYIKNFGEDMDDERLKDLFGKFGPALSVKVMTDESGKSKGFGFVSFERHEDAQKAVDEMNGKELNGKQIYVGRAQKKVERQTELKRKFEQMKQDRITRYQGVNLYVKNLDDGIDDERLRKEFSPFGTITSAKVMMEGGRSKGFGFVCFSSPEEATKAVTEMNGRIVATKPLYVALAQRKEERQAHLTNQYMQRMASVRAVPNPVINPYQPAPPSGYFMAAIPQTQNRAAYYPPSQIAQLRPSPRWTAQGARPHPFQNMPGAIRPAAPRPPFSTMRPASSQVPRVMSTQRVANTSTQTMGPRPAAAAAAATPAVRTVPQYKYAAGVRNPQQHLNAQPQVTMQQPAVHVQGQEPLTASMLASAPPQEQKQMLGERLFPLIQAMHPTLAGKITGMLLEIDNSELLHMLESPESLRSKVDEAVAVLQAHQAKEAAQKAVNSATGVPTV
SKN-1 inh: blocks SKN-1 activity in C. elegans; C. elegans VP596 Pgst-4::GFP/RFP ratio, acrylamide-induced, 24 h; inhibition, % at 21.8 µM; hit rate 0.49% among 360,000; AID 624304;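 active means interference check ratio from 0.5 to 1.5 plus GFP to RFP signal ratio inhibition reaching or exceeding a fixed threshold, cut at about 30% in these data, passing the limit was not always enough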; further: some compounds called inactive have numbers as strong as hits
bovine MsrA act: activates bovine MsrA enzyme; purified bovine MsrA, absorbance read-out; activation, % at 10.6 µM; hit rate 0.3% among 360,000; in the data active means activation above about 7.5%;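 further: 0% = vehicle and 100% = reference activator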
Neddyl block: inhibitors of human cullin neddylation; P61081+Q13564; TR-FRET cullin neddylation, biochemical; calls only at 25 µM; hit rate 0.58% among 360,000; in the data active means inhibition above about 36%
Rin1-Abl PPI inh: blocks binding of human Rin1 to Abl; inhibition, % at 7.35 µM; AID 588664; P00519+Q13671; TR-FRET Rin1/Abl binding, biochemical; hit rate 0.4% among 360,000; in the data active means inhibition above about 5%, passing the limit was not always enough
MT1-MMP act inh: inhibitors of human MT1-MMP activation | HT1080 RFP-PRO-GFP cells, GFP/RFP ratio fluorescence, overnight; percent of plate control window, DMSO zero | P50281 | hit rate 0.061% among 360,000 | GFP/RFP ratio change, % at 20 µM;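 active means GFP/RFP ratio change of at least 30% with cell ATP level not reduced by more than half and red fluorescence within 50% of control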; further: strong numbers were not always called active
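Compound: 20 µM single dose, 1% DMSO / System: HT1080 RFP-PRO-GFP cells / Controls: DMSO and RFP-L50D-GFP cell wells / Read-out basis: GFP/RFP fluorescence ratio / Schedule: overnight compound exposure at 37 °C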
FAS-TE inh: FAS thioesterase (human) inhibition | hit rate 0.67% among 360,000 | P49327 | AID 602261 | inhibition, % at 15 µM | recombinant FAS-TE, OMFH fluorogenic substrate, fluorescence endpoint;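 active means compounds whose normalised, plate-corrected inhibition of enzyme fluorescence in the single-dose primary screen is 50% or more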;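 further: 0% = DMSO with enzyme and 100% = substrate without enzyme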
Active calls of the source: *; i = inactive; / = no result given.

Order of values: bovine MsrA act, Rin1-Abl PPI inh, MT1-MMP act inh, SKN-1 inh, CendR NRP1 mod, Neddyl block, E coli Lon inh, FAS-TE inh, PABP1 MLLE inh
Cc1cc(NC(=O)CSc2ncnc3sc(C)c(C)c23)no1
    -2, -3, 1, -4, -1, i, 7, -4, 0
O=C(CSc1ccsc1[N+](=O)[O-])N1CCCCC1
    -2, -1, -1, 6, -6, i, -1, -5, -4
Cn1nc(C(=O)NC2=NCCS2)ccc1=O
    -2, -3, 4, 5, 17, i, -8, -5, -1
COc1cc(C)c(C(C)C)cc1S(=O)(=O)NCCCn1ccnc1
    2, -3, 3, 18, 8, i, -7, -10, -5
CCCCc1nc2ccccc2c(N)c1CCC (tested in a mixture with another compound)
    -1, -1, 6, 3, -3, i, 2, -10, 6
COc1cccc(C(=O)Nc2c[nH]c(=O)[nH]c2=O)c1
    -2, -2, 3, -7, 6, i, 2, -6, 1
CSc1nc(Cl)c(Cc2ccc(OC(C)C)cc2)c(N(C)C)n1
    -2, 2, -11, 17, 10, i, -4, 32, -7
O=C(NCc1ccco1)c1cccc(S(=O)(=O)N2CCOCC2)c1
    -2, 1, 15, -10, 2, i, 4, -7, 7
Cc1cccc(OCc2nnc(SCC(=O)NC3CCCCC3)n2C)c1
    -1, 2, -1, 19, 2, i, -2, -5, -10
COC(C[C@@H]1O[C@@H]1[C@@H](O)COCc1ccccc1)OC
    -3, 3, 1, 0, -4, i, -9, -5, 9
CCOC(=O)c1c(NC(=O)CC)sc(C(=O)N2CCCCC2)c1C
    -8, 0, -1, -2, 9, i, -11, 3, -4
CCOC(=O)N1[C@@H]2C=C(C)[C@@H]2[C@@H]2[C@@H](C)C(=O)N21
    2, 4, 0, -4, 13, i, -11, -9, 5
COC(=O)C1=C(N)Oc2cc(C)n(Cc3cccnc3)c(=O)c2C1c1cc(OC)ccc1OC (centres undefined)
    2, 2, -2, 12, 8, i, 7, -2, 8
Cc1csc(NC(=O)c2ccc(Cl)cc2[N+](=O)[O-])n1
    0, 6, 0, 16, 2, i, 6, -4, 1
CCOC(=O)N1CCC(N2CCCC(C(=O)c3ccccc3OC)C2)CC1 (centres undefined)
    -2, 4, 0, -4, -6, i, -3, -7, 10
[O-]c1c[n+](-c2ccc(-[n+]3cc([O-])on3)cc2)no1
    -4, -1, -3, 0, -4, i, -10, -6, -8
Cc1cccc(NC(=O)CNC(=O)Cc2ccc3c(c2)OCCO3)c1C
    -5, 2, -3, -5, -21, i, -12, 1, -20
O=c1[nH]nnc2c1sc1nc(N3CCOCC3)c3c(c12)CCCC3
    -2, -4, 7, 10, -22, i, -8, 1, -11
CN1C(=O)CC(N2CCN(C(c3ccccc3)c3ccccc3)CC2)C1=O (centres undefined)
    -4, 0, -9, -11, 15, i, -17, -5, -4
COc1ccc(C(=O)Nc2ccc(S(=O)(=O)Nc3nccnc3OC)cc2)cc1OC
    -7, 2, 2, -3, -9, i, 0, -5, 3

Quoted at random: three compounds from above, in no set order.
Order of values: bovine MsrA act, Rin1-Abl PPI inh, MT1-MMP act inh, SKN-1 inh, CendR NRP1 mod, Neddyl block, E coli Lon inh, FAS-TE inh, PABP1 MLLE inh
COc1cc(C)c(C(C)C)cc1S(=O)(=O)NCCCn1ccnc1
    2, -3, 3, 18, 8, i, -7, -10, -5
CCOC(=O)N1[C@@H]2C=C(C)[C@@H]2[C@@H]2[C@@H](C)C(=O)N21
    2, 4, 0, -4, 13, i, -11, -9, 5
O=c1[nH]nnc2c1sc1nc(N3CCOCC3)c3c(c12)CCCC3
    -2, -4, 7, 10, -22, i, -8, 1, -11

Later entries:
Order of values: bovine MsrA act, Rin1-Abl PPI inh, MT1-MMP act inh, SKN-1 inh, CendR NRP1 mod, Neddyl block, E coli Lon inh, FAS-TE inh, PABP1 MLLE inh
Cc1ccc(NS(=O)(=O)c2ccc3c(c2)N(C)CCO3)cc1
    -5, 1, 4, -6, 6, i, 2, -1, 4
CCOCc1cc(C)[nH]c(=O)c1C#N
    -5, 0, -1, -4, -4, /, 2, -5, 2
O=C(NC(=S)NC(c1ccccc1)c1ccncc1)c1ccccc1 (centres undefined)
    -8, 4, -8, 7, -8, i, -14, -2, 12
Cc1cc(C)c(S(=O)(=O)c2ccccc2C)c(Cl)n1
    -3, 2, 2, -5, 6, i, 4, -3, 0
Cc1cccc(C)c1OCC1CNC(=O)O1 (centres undefined)
    0, -1, 0, 0, 8, i, -8, -5, -1
COc1ccccc1CNC(=O)C(=O)c1cn(CC(=O)N2CCCCC2)c2ccccc12
    -1, 3, -6, 0, -6, i, 2, 4, -8
Nc1ccc(-c2cc(-c3ccc(N)cc3)nc(-c3ccccc3)n2)cc1
    -1, -1, -3, 6, -8, /, 10, 1, -7
N#CC1=C(N)Oc2cc3c(cc2C1c1ccc(Cl)cc1)OCO3 (centres undefined)
    -2, 2, -19, 11, 9, i, -7, 32, -20
COc1ccccc1CCNC(=O)c1c(N)[nH]c(C(=O)c2ccccc2)c1-c1ccc(Br)cc1
    -1, /, 2, 18, -4, i, -7, 30, /
Cc1sc(NC(=O)c2ccccc2)c(C(=O)NCCN(C)C)c1C
    -10, -2, 3, -23, -3, i, 5, -8, -5
O=C(COc1cccc(C(F)(F)F)c1)NCCCN1CCCC1=O
    -12, 2, -9, -5, 4, i, 2, -1, 2
COc1ccccc1Nc1nc(C)c(C(=O)Nc2ccccc2)s1
    -4, -1, 5, 2, -10, i, 3, 12, 24
CCOC(=O)C(CC)n1cnc2sc3c(c2c1=O)CCC3 (centres undefined)
    1, 2, 0, -19, -26, i, -9, -8, -4
O=C(Nc1ccccc1)/C(=C/c1ccc([N+](=O)[O-])cc1)NC(=O)c1ccco1
    -3, 1, -4, -1, 6, i, -15, 4, -5
Cc1cc(C(=O)COc2cccc([N+](=O)[O-])c2)c(C)n1C1CC1
    -10, -2, -3, 9, -8, i, -6, 21, -19
Cc1cccc(Nc2ncnc3nc[nH]c23)c1
    -2, -1, 2, 6, 0, i, 10, -20, 2
CN(C)CCNC(=O)C(=O)c1c(-c2ccccc2)cc2ccccn12
    -2, -5, 6, 8, -6, i, 6, -5, 13
COc1cccc(/C=N\Nc2nncc(-c3ccccc3)n2)c1
    -1, -6, -1, -1, 10, i, -5, -3, -16
Cc1ccc2nc3c(cc2c1)c(NC(=O)c1ccccn1)nn3CC(C)C
    -8, -1, -2, 13, -2, /, -9, 20, 1
CC(CCc1ccccc1)NC(=O)Cc1ccc([N+](=O)[O-])cc1 (centres undefined)
    -2, -1, -2, 15, -10, i, -11, 45, -7
Cc1ccc(NC(=O)c2ccc(CNS(=O)(=O)c3cccc(C(F)(F)F)c3)cc2)cc1
    4, -3, 11, 2, 2, i, -12, -5, 20
c1ccc(-c2nc(-n3nc4ccccc4n3)nc3ccccc23)cc1
    0, 4, -10, -9, -13, i, -3, 20, 9
CCCCN(CCCC)C(=O)c1sc2nc(N3CCOCC3)c3c(c2c1N)CCCC3
    -4, -5, -1, 15, -2, i, 9, 18, 12
Cc1nc(C(=O)N2CCOCC2)sc1C1(C)CC(c2ccccc2)=NO1 (centres undefined)
    -4, 0, 2, -8, 2, i, -1, -5, 7
CC(=O)NCCNC(=O)C1(C)Cc2c(-c3cccc(C(N)=O)c3)ccnc2O1 (centres undefined)
    -6, 0, 9, -15, -8, i, 3, -12, 17
COc1ccc(CCN2C(=O)C(O)=C(C(=O)c3ccco3)C2c2cccs2)cc1OC (centres undefined)
    -12, -1, 0, 1, 6, i, 1, -10, 1
O=C(NCCCN1CCCC1=O)c1cncc(Br)c1
    -11, -1, 4, -25, 2, i, -9, -10, 7
COC(=O)c1sc(NC(=O)/C=C/c2ccc(C)o2)nc1C
    2, -4, -5, 10, -9, i, -35, -8, 5
Cc1noc(C)c1C(=O)OCC(=O)NCc1ccc(Cl)cc1
    1, 2, -1, 11, -4, i, -2, 2, -12
COc1cc(C(=O)NNC(=S)NCc2ccco2)cc(OC)c1OC
    -1, -1, 2, 7, 7, i, -3, -4, -25
O=C(OCC(=O)c1ccc(Cl)s1)c1ccc(CO)cc1
    -7, 0, 0, 14, -10, i, -3, -4, -12
CCc1nc2ccc(C(=O)N(C)CCN(C)C)cn2c1N(CC)C(=O)NCCc1ccccc1
    -1, -1, 0, -2, 3, i, 2, -7, -7
CCCC(=O)NC(=S)Nc1ccc(NC(=O)C(C)C)c(OC)c1
    -14, 1, 3, -8, -2, i, -4, -9, 16
COc1cccc(C(c2nnnn2CS(=O)(=O)c2ccc(C)cc2)N2CCN(C)CC2)c1OC (centres undefined)
    -2, -1, -2, 21, -6, i, 0, -4, -6
CN(CC(=O)Nc1ccc(Cl)c(C(F)(F)F)c1)C(=O)c1ccc(N2CCOCC2)c([N+](=O)[O-])c1
    -4, -3, 7, -11, 4, i, -14, 17, -12
O=C(Cc1c[nH]c2ccccc12)N/N=C/c1ccccc1O
    -1, -1, 9, -7, 0, i, -11, 7, -16
CCN1C[C@@H]2[C@@H]3C(=O)N(C)C(=O)[C@@H]3[C@](C)(C1=O)N2C(=O)c1ccc(Br)cc1
    -3, -1, -1, 2, 2, i, 3, -9, 0
CCN(CC)CCNC(=O)c1ccc(NC(=O)Cc2cccc3ccccc23)cc1
    -1, 0, -1, 2, 2, i, 4, -2, -21
CCn1c(=O)n(CC)c2cc(NC(=O)C(C)c3ccccc3)c(Br)cc21 (centres undefined)
    -1, -1, -5, 11, 13, i, -5, 0, -59
COc1ccc(OC(=O)Nc2ccccc2)cc1
    -3, 4, -1, 8, -8, i, 3, -3, 6
COc1ccc2ccccc2c1/C=N/NC(=O)c1ccc(C)nc1
    -3, -8, -1, 1, 1, i, -4, -2, -4
O=C(CSc1nc2c(cnn2-c2ccc(F)cc2)c(=O)[nH]1)Nc1nccs1
    -2, 0, 12, -3, -10, i, -6, -6, -5
O=C(Nc1cccc(F)c1)Nc1cccc(Cl)c1
    -4, 5, 3, 14, -5, i, -5, 15, -6
O=C(Nc1ncc(Cc2ccccc2Cl)s1)c1ccc([N+](=O)[O-])cc1
    -7, -1, 1, -8, -1, i, -2, -7, 8
Cc1ccccc1CNC(=O)c1[nH]c(C(F)(F)F)nc1-c1ccccc1
    -3, -2, -2, -9, -2, i, -6, -8, 16
COc1ccc(C(=O)N2CCCC(c3cc(C(=O)NCc4ccc(F)cc4)no3)C2)cc1 (centres undefined)
    -6, -2, 0, -14, -3, i, 1, -6, -3
COc1ccc(-c2noc(N3CCC(C(=O)Nc4cccc(OC)c4)CC3)n2)cc1
    -10, -1, /, -21, 9, i, -5, 9, -8
COc1cccc(-c2nn(C)c3sc(C(=O)Nc4ccc5c(c4)OCCO5)cc23)c1
    -5, -4, -3, 13, 2, /, 3, 27, -9
O=C(Cn1nnc(-c2ccccc2)n1)NCc1cccs1
    -3, -2, 1, -4, -18, i, 4, -1, 1
Fc1ccc(-c2nnc3ccc(N4CCc5ccccc5C4)nn23)cc1
    0, -2, -8, 0, -10, i, -1, 18, 7
COc1ccc(CCn2c(=N)c(C(=O)NCCN3CCOCC3)cc3c(=O)n4cccc(C)c4nc32)cc1OC
    -2, -6, -2, 3, 6, i, -11, -6, 4
COCc1nnc(NC(=O)c2cc(Cl)ccc2OC)s1
    -1, -2, 0, -22, -7, i, 7, -5, 27
CC(C)(C)C(=O)N(Cc1ccccc1)c1ccccn1
    -2, -1, -3, 0, 1, i, -1, -6, 8
Cc1cc(C)cc(N(CC(=O)NC2CC3CCC2C3)S(C)(=O)=O)c1 (centres undefined)
    -1, 1, -2, -1, 4, i, -5, -6, 6
CC(=O)Nc1ccc(NC(=O)C(C)OC(=O)C2CCN(S(=O)(=O)c3ccc4c(c3)OCCO4)CC2)cc1 (centres undefined)
    -5, -1, 1, 5, 14, i, -9, -2, -6
Cc1ccc(NC(=O)NCCCN2CCOCC2)cc1
    -3, -2, 1, 1, -2, i, -4, -6, 4
O=S1(=O)CC(O)C(N2CCC(c3ccccc3)CC2)C1 (centres undefined)
    -1, 4, 5, 1, 17, i, -4, -8, 2
CC(C)n1nnnc1C1c2ccccc2C(=O)N1CCc1ccc(O)cc1 (centres undefined)
    -2, /, 4, -1, 1, i, 1, -9, /

Compounds as they come; any-hit rate near 4%.
